Screens deposited in PubChem by several laboratories.
SMARCA2 act = SMARCA2 function activation, primary screen; MG213 cells, MMTV-luciferase reporter, dexamethasone, overnight; activation, % at 9.1 µM; 1% of 370,000 active; AID 652017; in the data active = activation above about 7.8%;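 also: 0% = vehicle wells and 100% = reference activator wells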
Rev-erbA mod = Rev-erb alpha (human) modulation | P20393 | Rev-erbα–FITC-DNA binding, fluorescence polarization, 90 min | activity, % at 10 µM | 0.79% of 370,000 active | AID 1259318;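 active = activity above about 14%, limit read from the data; passing the limit was not always enough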;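 also: 0% = DMSO wells with 35 nM protein and 100% = DMSO wells with 750 nM protein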
Target sequence (P20393 whole entry, looked up): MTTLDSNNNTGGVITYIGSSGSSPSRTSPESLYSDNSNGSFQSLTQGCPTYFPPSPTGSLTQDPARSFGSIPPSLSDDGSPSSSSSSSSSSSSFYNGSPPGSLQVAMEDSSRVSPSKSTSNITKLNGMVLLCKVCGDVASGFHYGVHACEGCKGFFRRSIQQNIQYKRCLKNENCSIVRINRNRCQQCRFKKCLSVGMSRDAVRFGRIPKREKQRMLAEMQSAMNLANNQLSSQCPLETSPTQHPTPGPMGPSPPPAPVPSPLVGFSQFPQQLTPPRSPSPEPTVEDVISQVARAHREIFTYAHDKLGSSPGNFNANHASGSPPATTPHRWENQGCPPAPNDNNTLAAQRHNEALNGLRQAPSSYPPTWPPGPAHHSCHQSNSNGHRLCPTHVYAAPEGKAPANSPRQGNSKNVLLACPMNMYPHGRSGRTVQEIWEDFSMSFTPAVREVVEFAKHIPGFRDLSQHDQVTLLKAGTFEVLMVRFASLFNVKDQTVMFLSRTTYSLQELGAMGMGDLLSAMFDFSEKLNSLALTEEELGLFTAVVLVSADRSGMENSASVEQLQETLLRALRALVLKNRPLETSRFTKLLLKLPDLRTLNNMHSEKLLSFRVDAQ
ssDAF-12 act = activators of S. stercoralis DAF-12 nuclear receptor; HEK293 ssDAF-12/GRIP1 lit1-tk-luc reporter, luminescence; % of 3 µM dafachronic acid response; activation, % at 6.8 µM; 1% of 370,000 active;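 active = activation above the mean over all tested compounds plus 3 SD, cut at about 0.9% in these data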;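 also: 0% = DMSO-only wells and 100% = 3 µM delta7-dafachronic acid wells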
hcDAF-12 act = H. contortus DAF-12 activation, primary screen | HEK293 hcDAF-12 lit1-tk-luc reporter, luminescence; 0% DMSO, 100% Δ7-dafachronic acid | activation, % at 6.8 µM | 1.4% of 370,000 active;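 active = activation above the mean of all tested compounds plus 3 SD, cut at about 5.5% in these data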;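 also: 100% = response to 3 µM Δ7-dafachronic acid high control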
DAX1 inh-1 = inhibitors of DAX1 repression of SF-1 activated StAR promoter; inhibition, % at 6.8 µM; HEK293T StAR-luciferase reporter, SF-1/DAX-1 repression relief; 1.1% of 370,000 active; AID 652010;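 active = inhibition above the mean over all tested compounds plus 3 SD, cut at about 3.6% in these data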;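 also: 0% = DAX-1 cells with DMSO and 100% = cells lacking DAX-1 with DMSO; higher inhibition means more luminescence from relief of DAX-1 repression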
hgDAF-12 ag = agonists of H. glycines DAF-12 nuclear receptor; HEK293 GAL4-hgDAF12 UAS-luciferase reporter, agonist luminescence; normalized to butyrate control; 1.8% of 370,000 active; activation, % at 6.8 µM;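 active = activation above a cutoff set at the mean of all screened compounds plus 3 SD, cut at about 10% in these data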;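 also: 0% = DMSO wells and 100% = sodium butyrate wells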
sPLA2-III inh = Blocks human group III sPLA2 activity | QFRET BODIPY PC-A2 liposome hydrolysis, fluorescence | inhibition, % at 12.2 µM | 0.56% of 370,000 active | AID 743126;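 active = inhibition above mean plus 3 SD of compounds lying within the high and low control bounds, cut at about 19% in these data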;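 also: 0% = median of test compound wells and 100% = no enzyme DMSO wells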
PLCb3 inh = blocks human PLC-beta3 enzyme activity. Q01970. 0.18% of 370,000 active. inhibition, % at 12.2 µM. Purified PLC-beta3, fluorogenic substrate, fluorescence; in the data active = inhibition above about 11%;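 also: 0% = median of compound wells on plate and 100% = full blocker control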
DAX1 inh-2 = NR0B1 (DAX1) inhibition; P51843; AID 504766; 0.99% of 340,000 active; inhibition, % at 6.75 µM; HEK293 Gal4-DAX1 luciferase reporter, luminescence;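 active = inhibition above the mean over all tested compounds plus 3 SD, cut at about 4.2% in these data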;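 also: 0% = DAX1-transfected cells with DMSO and 100% = empty-vector control cells with DMSO; inhibition shows as a rise in luminescence from relieved DAX1 repression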
Target sequence (P51843 207-470 limits assumed): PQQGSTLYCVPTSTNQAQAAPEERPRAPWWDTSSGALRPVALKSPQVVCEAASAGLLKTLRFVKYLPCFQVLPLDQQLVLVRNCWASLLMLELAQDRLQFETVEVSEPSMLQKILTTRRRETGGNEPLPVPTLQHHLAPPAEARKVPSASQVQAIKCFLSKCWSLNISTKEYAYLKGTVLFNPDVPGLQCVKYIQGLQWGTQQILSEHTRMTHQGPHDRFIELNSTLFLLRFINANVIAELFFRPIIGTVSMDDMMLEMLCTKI
PG9 binder = binds the HIV-1 gp120 antibody PG9 | TR-FRET gp120-PG9 antibody binding | inhibition, % at 6.7 µM | 0.43% of 360,000 active | AID 624416; in the data active = inhibition above about 8.5%
FXN GAA850 act = activators of GAA850 frataxin (FXN) promoter; HEK293 lucGAA850 FXN promoter luciferase reporter, 24 h; percent of 10 µM SAHA response; activation, % at 6 µM; 0.56% of 360,000 active; AID 540364;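 active = activation above the average of all compounds screened plus 3 SD, cutoff fixed separately per campaign, cut at about 7.5% in these data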;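 also: 0% = DMSO wells and 100% = 10 µM SAHA wells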
Numbers without * were called inactive; . = not tested or not shown. No enrichment for hits; overall some 7% were active at least once.

SMILES	SMARCA2 act	Rev-erbA mod	ssDAF-12 act	hcDAF-12 act	DAX1 inh-1	hgDAF-12 ag	sPLA2-III inh	PLCb3 inh	DAX1 inh-2	PG9 binder	FXN GAA850 act
CCOc1ccc(Cl)cc1CSc1n[nH]c(CC)n1	-2	-4	-1.3	-2.4	-0.7	-2.8	-5	1	-0.6	-1.1	0.0
CCC(=O)Nc1ccc(C(=O)NNC(=O)c2cccc(C)c2)cc1	5	-4	-1.1	-0.1	-0.1	1.1	5	-3	2.4	0.8	2.5
O=C(CCN1C(=O)/C(=C/c2ccc3c(c2)OCO3)SC1=S)Nc1ccccc1	-3	2	-1.0	1.5	0.1	3.6	9	0	2.0	1.3	0.9
Cc1ccc(OCC(=O)NC2CCCCCC2)cc1C	3	1	-0.9	-0.2	0.5	3.2	-5	-5	0.8	-1.6	4.3
O=C(Oc1ccc(N(Cc2cccs2)C2=NS(=O)(=O)c3ccccc32)cc1)c1ccccc1	-2	4	-1.4	-0.1	0.3	-0.9	-4	2	0.9	-0.2	-1.9
O=C(NCC1(c2ccccc2)CCCC1)C(=O)N1CCOCC1	-3	1	-0.8	-1.8	-0.7	2.2	2	-1	1.6	1.6	1.2
Cc1cn([C@H]2C[C@H](O)[C@@H](CNC(=O)[C@@H]3CCCN3Cc3ccccc3)O2)c(=O)[nH]c1=O	-3	-2	-0.7	0.0	0.0	-0.5	0	0	-0.3	-0.4	-0.2
O=C(CSc1ccccn1)Nc1nc2c(ccc3ccccc32)s1	-1	2	-0.6	3.1	-1.0	7.1	-18	-1	0.1	-13	3.6
COC(=O)[C@]1(C)N[C@H](CN(C)C(=O)Nc2ccc(F)cc2)[C@@H]2C(=O)N(C)C(=O)[C@@H]21	-1	-4	-1.1	-1.9	0.1	2.0	11	1	0.9	-2.9	1.8
COCCCNC(=O)COc1ccc2oc3c(c2c1)CCCC3	-2	0	-1.4	-2.9	-0.5	-1.8	-2	-6	-0.6	0.1	-0.5
CC(C)Oc1ccc(CCNC(=O)C2CCC(=O)N(C3CCCCCC3)C2)cc1 (stereo unspecified)	-2	-1	-0.9	-2.0	-0.5	-0.8	2	-4	-0.3	1.4	-1.9
O=S(=O)(c1ccc2c(c1)OCCO2)N1CCN(S(=O)(=O)c2ccccn2)CC1	-1	1	-1.6	-0.4	0.2	-1.2	1	1	-0.3	1.2	1.6
COc1ccc(N/N=C(/C#N)S(=O)(=O)C(C)(C)C)cc1	-1	1	-1.2	-1.9	-0.1	-2.8	-3	1	-0.5	-1.3	0.8
Cc1cccc(OCCSc2nncn2C)c1	-4	-5	-1.4	-0.4	0.2	5.5	3	1	0.6	-1.8	0.9
CN(C)c1ccc(-c2ccnc3c2CC(C)(C(=O)Nc2cccc(OC(F)(F)F)c2)O3)cc1 (stereo unspecified)	-4	5	-1.2	-0.3	-0.5	0.8	3	-58	.	2.6	-0.6
C=CCOc1c(Br)cc(CNc2ccc(NC(=O)C(C)C)c(OC)c2)cc1OC	-5	-1	-1.2	-2.2	-1.8	0.5	-6	-1	-1.4	0.1	-3.8
CCCn1c(SCC(=O)NCCc2ccccc2)nnc1C(C)C	0	6	-1.5	1.6	-0.3	1.1	-2	-3	0.3	0.3	-0.1
COc1ccccc1NS(=O)(=O)c1cc(NC(=O)Nc2ccc(Cl)cc2Cl)ccc1N1CCCCC1	-4	3	-1.1	-2.3	-0.1	2.5	3	0	-1.1	-0.8	-2.1
CCn1nc(NC(=O)CC(C)C)c2cc3cccc(C)c3nc21	0	24*	-1.5	0.2	0.0	4.7	2	-69	0.5	0.6	0.3
CC1CCN(S(=O)(=O)c2ccc(NC(=O)Cn3nnc(-c4ccccc4F)n3)cc2)CC1	0	-3	-1.4	0.5	0.6	1.7	-5	-1	-0.7	1.1	-2.0

Shown with two lines to a compound: part of the list above.
Each structure is followed by: SMARCA2 act | Rev-erbA mod | ssDAF-12 act | hcDAF-12 act | DAX1 inh-1 | hgDAF-12 ag | sPLA2-III inh | PLCb3 inh | DAX1 inh-2 | PG9 binder | FXN GAA850 act
- CCCn1c(SCC(=O)NCCc2ccccc2)nnc1C(C)C
  0 | 6 | -1.5 | 1.6 | -0.3 | 1.1 | -2 | -3 | 0.3 | 0.3 | -0.1
- COc1ccccc1NS(=O)(=O)c1cc(NC(=O)Nc2ccc(Cl)cc2Cl)ccc1N1CCCCC1
  -4 | 3 | -1.1 | -2.3 | -0.1 | 2.5 | 3 | 0 | -1.1 | -0.8 | -2.1
- CCn1nc(NC(=O)CC(C)C)c2cc3cccc(C)c3nc21
  0 | 24* | -1.5 | 0.2 | 0.0 | 4.7 | 2 | -69 | 0.5 | 0.6 | 0.3

(further entries)
SMILES	SMARCA2 act	Rev-erbA mod	ssDAF-12 act	hcDAF-12 act	DAX1 inh-1	hgDAF-12 ag	sPLA2-III inh	PLCb3 inh	DAX1 inh-2	PG9 binder	FXN GAA850 act
CCC(=O)Nc1nc(OC)cc(OC)n1	1	4	-0.9	-3.1	-0.4	-0.2	5	0	0.3	-0.1	0.3
COCc1ccc(CN2CCCC(C(=O)Nc3ccc(-c4cscn4)cc3)C2)o1 (stereo unspecified)	-1	0	-1.6	-1.7	1.2	2.7	-9	-9	0.6	0.0	-2.1
Cc1ccccc1CCN(CC(=O)NC1CCCCC1)C(=O)c1csnn1	-3	4	-1.4	-0.1	-0.7	1.6	0	-7	1.8	2.0	-3.0
COc1ccc(CCNC(=O)CSc2ccc(NC(C)=O)cc2)cc1OC	-2	2	-1.3	-1.3	-0.7	2.0	1	-4	1.1	-0.4	-0.4
COc1cccc(NC(=S)N2CCN(c3ccc([N+](=O)[O-])cc3)CC2)c1	0	2	1.1*	0.3	0.0	2.2	1	-2	-0.6	-3.5	0.8
CCN(CC)c1ccc(C(=O)NN)cc1	2	-2	-1.2	-1.3	-1.6	2.3	1	-51	-0.1	-2.4	3.9
CCn1c(CNc2ccc(C)cc2)nnc1SCC(=O)NCc1ccccc1	1	-4	-1.4	-0.7	-0.5	-0.5	-3	0	-1.9	-1.0	-3.2
COC(=O)C(O)(CC(=O)c1ccc(OC)cc1)C(F)(F)F (stereo unspecified)	0	0	-1.0	-0.3	-0.5	-1.0	7	1	1.3	0.2	-2.1
CCn1c(=S)sc2c(=O)n(-c3ccccc3)c(=S)[nH]c21	-2	2	-0.8	-1.9	-0.6	-0.5	6	-3	-0.1	0.4	3.4
O=C(CN1C(=O)NC2(CCCc3ccccc32)C1=O)N1CCc2ccccc2C1 (stereo unspecified)	-4	1	-1.5	-1.4	0.6	1.2	0	5	-0.5	-0.2	0.4
CCOc1ccccc1CNC(=O)Cn1ccc2cc(S(=O)(=O)N3CCCCCC3)ccc21	-4	3	-1.5	0.3	-0.8	-2.1	-17	-9	0.9	-1.7	0.0
O=C(NCC(c1ccco1)N1CCOCC1)c1ccccc1 (stereo unspecified)	0	-5	-0.7	-0.1	0.9	-1.7	8	1	0.9	0.3	-2.3
O=C1NC(Cc2ccc(O)cc2)c2nc3ccc(Br)cc3c(=O)n2-c2ccc(Cl)cc21 (stereo unspecified)	-1	-4	0.5	0.6	-0.4	0.1	-21	-12	.	1.5	.
COc1ccc(C(=O)OCc2nc(N)nc(Nc3ccccc3C)n2)cc1OC	-1	-2	-1.5	-2.3	-0.1	-0.7	-2	1	-0.5	-2.6	1.4
CC(C)C(=O)Nc1ccc(C(=O)Nc2nnc(C(C)C)s2)cc1	2	-5	-0.9	4.8	1.1	8.6	-5	1	-1.6	-1.4	1.8
CC(C)(C)c1ccc(Oc2ccc(N)cc2)cc1	-7	-3	-3.6	-9.5	-4.1	-21	10	3	-6.0	-2.8	-19
O=C(Nc1nnc(C2CC2)s1)c1cc([N+](=O)[O-])ccc1N1CCCCC1	-4	3	-0.8	-1.1	1.5	-0.4	-12	4	0.4	-0.3	2.1
CCCCn1c(SCC(=O)N(C)C2CCS(=O)(=O)C2)nc2cc(S(N)(=O)=O)ccc21 (stereo unspecified)	4	4	-1.6	0.3	-0.4	4.9	-2	3	-1.4	-0.5	0.9
CCN(CC)CCNc1ccnc2cc(Cl)ccc12	1	-2	-0.6	0.1	0.2	1.5	4	4	-0.2	1.0	-0.6
COc1ccc(CNC(=S)Nc2ccccc2)cc1Cl	-2	-2	-1.5	-1.6	-0.5	-0.1	2	-2	-1.4	0.2	0.2

Reprinted from the part before: two entries; new compounds follow.
SMILES	SMARCA2 act	Rev-erbA mod	ssDAF-12 act	hcDAF-12 act	DAX1 inh-1	hgDAF-12 ag	sPLA2-III inh	PLCb3 inh	DAX1 inh-2	PG9 binder	FXN GAA850 act
CCN(CC)CCNc1ccnc2cc(Cl)ccc12	1	-2	-0.6	0.1	0.2	1.5	4	4	-0.2	1.0	-0.6
COc1ccc(CNC(=S)Nc2ccccc2)cc1Cl	-2	-2	-1.5	-1.6	-0.5	-0.1	2	-2	-1.4	0.2	0.2
CCc1ccc2[nH]c(C(=O)Nc3ccc(Br)c(C)n3)cc2c1	0	11	-0.3	-0.6	0.7	5.8	-5	-29	0.9	0.8	1.5
CCCC[C@@H](CN[C@H](C)CNC)NCC1CCC(C(C)(C)C)CC1 (stereo partly specified)	5	1	-1.3	-0.8	0.1	-0.3	14	3	.	-2.0	.
CC1Cc2ccccc2N1C(=O)CSc1ncccc1C(=O)O (stereo unspecified)	0	-2	-0.4	-0.7	-0.5	1.9	5	-5	0.7	2.7	-0.5
CCN(CC)S(=O)(=O)c1ccc(-n2cnnn2)c(C)c1	3	7	-0.7	-0.9	-0.2	2.6	2	-19	-0.3	-1.4	-1.0
O=C(Nc1ccccc1)NC1(C(=O)NCCCN2CCOCC2)CCCCC1	-2	1	-1.2	0.3	0.1	0.9	4	5	0.2	2.1	1.9
Cc1ccc(NCc2n[nH]c(=S)n2-c2ccccc2)cc1	1	2	-1.5	-2.1	-0.1	-0.8	12	3	-0.5	0.7	0.9
CN(CC(=O)Nc1ccc(OC(F)(F)F)cc1)C(=O)C1CCC1	-6	6	-1.5	-2.0	-0.5	-3.2	14	-4	0.1	-0.3	1.7
CCCCNC(=S)Nc1ccc(F)cc1	-4	0	-1.2	-0.1	-0.4	-1.3	13	-5	1.3	-0.3	2.5
Nc1ccc2nc(-c3cccc(-c4nc5ccc(N)cc5[nH]4)n3)[nH]c2c1	-1	-3	-1.5	-0.3	-0.5	1.6	-4	-46	0.5	-16	3.6
NS(=O)(=O)c1ccc(NC(=O)/C=C/c2ccc(S(=O)(=O)NCc3ccco3)cc2)cc1	-2	5	0.1	-0.6	0.1	1.1	-42	-2	-1.3	2.3	1.6
Cc1ccc(Oc2ccc(NS(=O)(=O)c3cccc(C(=O)O)c3)cc2)cc1	-1	-6	-1.1	-1.4	-0.4	1.6	-33	-4	1.5	-0.1	-1.5
O=C(NCc1ccccc1)N1CCOc2ccccc21	-2	3	-1.4	-1.8	-0.1	-2.8	18	-6	1.4	0.6	1.4
O=S(=O)(NC1CC2CCC1C2)c1ccc(Br)cc1 (stereo unspecified)	-2	-5	-1.3	-2.0	-0.6	-0.2	-5	-2	-1.1	-0.7	-0.3
CC(C)OCCCNC(=O)c1cccc(NC(=O)c2ccccc2)c1	-1	4	-1.8	-0.6	0.3	-2.4	6	2	-0.8	0.1	0.6
